# Cl transport mod = modulators of human KCC2 chloride dependent transport. KCC2 cells, thallium flux FluoZin-2 fluorescence. 190,000 tested, 2.2% active. B-score of Tl+ flux slope (higher = more flux/activation; lower = inhibition) at 10 µM. AID 1456;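 active = thallium flux slope and its plate-corrected score both differing from the plate sample mean at a set confidence after two filtering rounds, in either direction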;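 also: slope of fluorescence scaled to starting intensity during 10 to 20 s after thallium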
# Target sequence (Q9H2X9 whole entry, looked up): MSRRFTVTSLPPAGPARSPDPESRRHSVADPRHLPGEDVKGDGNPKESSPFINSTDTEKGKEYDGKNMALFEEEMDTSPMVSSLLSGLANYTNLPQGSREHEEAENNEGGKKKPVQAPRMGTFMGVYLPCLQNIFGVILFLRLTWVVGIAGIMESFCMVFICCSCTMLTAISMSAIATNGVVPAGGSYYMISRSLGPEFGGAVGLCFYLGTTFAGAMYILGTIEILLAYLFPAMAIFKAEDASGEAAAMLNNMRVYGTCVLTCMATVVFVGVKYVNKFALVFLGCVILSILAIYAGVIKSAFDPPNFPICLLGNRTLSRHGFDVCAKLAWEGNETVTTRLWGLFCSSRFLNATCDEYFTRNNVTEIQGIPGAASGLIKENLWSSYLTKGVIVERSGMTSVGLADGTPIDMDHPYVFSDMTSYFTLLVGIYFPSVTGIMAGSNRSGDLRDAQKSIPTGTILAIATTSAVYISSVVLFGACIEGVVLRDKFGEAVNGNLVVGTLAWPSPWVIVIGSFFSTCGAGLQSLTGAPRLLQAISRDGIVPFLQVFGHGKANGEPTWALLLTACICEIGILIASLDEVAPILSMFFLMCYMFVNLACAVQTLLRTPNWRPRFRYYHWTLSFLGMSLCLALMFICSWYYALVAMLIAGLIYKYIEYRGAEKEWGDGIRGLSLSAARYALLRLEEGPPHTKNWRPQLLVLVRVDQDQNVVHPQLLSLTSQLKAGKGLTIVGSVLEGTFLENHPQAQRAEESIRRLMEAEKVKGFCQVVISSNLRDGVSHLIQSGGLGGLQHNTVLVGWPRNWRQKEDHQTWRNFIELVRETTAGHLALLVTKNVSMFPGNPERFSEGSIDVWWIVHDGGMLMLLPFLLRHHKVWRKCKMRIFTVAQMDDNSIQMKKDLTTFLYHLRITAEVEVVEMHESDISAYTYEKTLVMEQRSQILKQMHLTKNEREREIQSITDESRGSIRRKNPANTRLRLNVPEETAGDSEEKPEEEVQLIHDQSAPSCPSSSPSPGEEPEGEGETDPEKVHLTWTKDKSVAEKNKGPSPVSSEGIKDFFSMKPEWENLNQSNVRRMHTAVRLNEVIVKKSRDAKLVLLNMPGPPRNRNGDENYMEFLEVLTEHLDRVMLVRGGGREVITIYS
# m-calpain inh = blocks pig calpain II enzyme activity; purified calpain II, fluorogenic peptide substrate, 30 min; inhibition, % at 16 µM; 220,000 tested, 0.37% active; AID 1236;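 active = inhibition above about 50%, limit read from the data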
# eIF4E 4G PPI = eIF4E/eIF4G interaction inhibition in translation initiation | P63073+Q04637 | TR-FRET eIF4E-eIF4GI(517-606) binding, 2 h | inhibition, % at 21.7 µM | 220,000 tested, 0.37% active;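 active = inhibition above about 30%, limit read from the data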;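 also: 0% = full FRET control wells and 100% = background wells lacking eIF4GI fragment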
# L929 necroptosis = L929 zVAD cell death inhibition. L929 zVAD necroptosis rescue, ATP luminescence, 24 h; with zVAD 60 µM. viability rescue, % at 10 µM. 220,000 tested, 0.38% active. AID 1377;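 active = activation, scaled between plate controls, above about 75%, limit read from the data; inactive = activation under that limit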;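 also: 0% = zVAD with DMSO and 100% = DMSO alone without zVAD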
# TNF death inh = inhibitors of TNF-alpha induced necroptosis in Jurkat FADD-/- cells; Jurkat FADD-/- TNF necroptosis rescue, ATP luminescence, 24 h; 0 = TNF only, 100 = no-TNF cells; activation (protection from cell death), % at 10 µM; 220,000 tested, 0.068% active; AID 463075;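 active = activation, meaning protection from cell death, of at least 50% relative to plate controls; inactive = activation below 50%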;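 also: necroptosis triggered by 40 ng/mL TNF-alpha added together with compound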
# PERK inh = blocks human PERK kinase | CHO PERK-DD fusion, SEAP luminescence translation reporter | inhibition, % at 5.6 µM | 220,000 tested, 0.17% active;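 active = inhibition above the mean inhibition of all tested compounds plus 3 SD, set separately per screening campaign, cut at about 2.9% in these data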;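 also: PERK kinase domain activated by AP20187 dimerizer at 100 nM; 0% = DMSO with dimerizer and 100% = rapamycin at 8.4 µM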
# EBV gp42 block = inhibitors of Epstein-Barr virus glycoprotein 42; Fluorescence polarization binding assay, mP read-out; 220,000 tested, 0.42% active; AID 1085; Q1HVG2; inhibition, % (tested at 21.74 µM); in the data active = inhibition above about 50%
# Rad51 HR inh = Rad51 (human) homologous recombination inhibition; hRad51 DNA strand exchange, fluorescence dequenching; inhibition, % at 10 µM; 200,000 tested, 0.085% active; AID 1385;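 active = inhibition above 40% at the single screening dose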;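 also: 0% = DMSO control wells and 100% = blanks with heterologous ssDNA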
#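 material = hRad51 filaments on single-stranded DNA | timing = filaments 15 min 37 °C, then compound 30 min | signal = FRET fluorescence dequenching, excitation 485 nm, emission 520 nm | benchmarks = control wells and blank wells on each plate | evaluation = percent inhibition relative to plate controls and blanks | compound = 10 µM final, single point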
# Mdm2 ligase inh = blocks human Mdm2 ubiquitin ligase activity; cell-based MDM2 ubiquitination luciferase reporter, 2 h; 0 = plate control, 100 = twice control, blank-subtracted; signal enhancement, % at 5 µM; Q00987; 210,000 tested, 0.11% active;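 active = signal enhancement of 30% or more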;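 also: luminescence tracks abundance of the self-degrading MDM2-luciferase fusion protein; higher signal means inhibition of MDM2 E3 ligase activity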
#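 Material: Stable MDM2–luciferase fusion reporter cells | Amount: 2000 cells seeded into each well | Dosing: One concentration, 5 µM, with 0.2% DMSO | Incubation: 4 h cell settling then 2 h compound exposure, 37 °C | Measured by: Luciferase luminescence | Read-out basis: % enhancement relative to plate controls after blank subtraction | Benchmarks: Control and blank well means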
# * marks the source's active call; other numbers are inactive results; . = not tested or not shown; [ ] = dose if it differs, or a comment.
(1) Cc1occc1-c1nnc(SCCCC(=O)c2ccc(F)cc2)n1C
(2) COCCNC(=O)CCc1nnc(Cc2ccc(-c3ccccc3)cc2)o1
(3) O=C(c1noc2c1CCc1ccccc1-2)N1CCOCC1
(4) CCN(CC)C(=S)SCC(=O)c1ccccc1
(5) O=C(CSCc1ccc(Cl)cc1)Nc1cccc(C(=O)Nc2ccccc2C(=O)O)c1
(6) COc1ccc(NC2CC(=O)N(C(C)C)C2=O)cc1 (configuration not stated)
(7) CC(C(=O)Nc1sc2c(c1C#N)CCCCC2)N1C(=O)c2ccccc2C1=O (configuration not stated)
(8) CCn1cc(SCC(=O)N2CCOCC2)c2ccccc21
(9) Cc1ccc2nc(-c3cccc(NC(=O)c4ccco4)c3)[nH]c2c1
(10) COC(=O)C(NS(=O)(=O)c1ccc(C)cc1)c1ccccc1 (configuration not stated)

Assay by compound,1,2,3,4,5,6,7,8,9,10
Cl transport mod,-1.7,-0.5,-1.3,0.0014,-1.8,-0.69,-0.85,-0.21,-0.051,-0.0077
m-calpain inh,-39,-8,-16,-2,-14,18,-16,-12,-19,27
eIF4E 4G PPI,-5[fluorescence artefact?],14,4,0,0,-6,3,-1[fluorescence artefact?],-7,5
L929 necroptosis,2.1,1.3,-0.2,0.0,0.4,0.9,0.1,0.2,0.9,1.9
TNF death inh,2.4,1.2,-1.6,-2.4,-1.3,0.6,-0.1,0.1,-1.4,-0.5
PERK inh,-0.6,0.0,0.0,0.4,2.3,0.6,0.5,1.4,-0.3,0.4
EBV gp42 block,-13,-7,-20,-40,14,-9,-2,-12,-14,-8
Rad51 HR inh,2,18,2,3,0,1,.,0,-1,-3
Mdm2 ligase inh,-1,-5,-12,-8,2,-13,-7,-5,-7,-2

(11) CCCCS(=O)(=O)Nc1ccc2c(c1)ncn2C1CCCCC1
(12) COc1ccc(C2(O)CC3CCC(C2)N3c2cc(C)nc(-c3ccccc3)n2)cc1 (configuration not stated)
(13) Cc1ccc(C(=O)NCCN2C3=NC[C@H](Cc4ccc(O)cc4)N3C[C@H]2Cc2ccc(O)cc2)cc1Br
(14) O=c1c2ccccc2c(C=Nc2ccccc2O)c(O)n1-c1nccs1
(15) Nc1nnc(SCCCC(=O)c2ccc(F)cc2)s1
(16) O=C(NC1CC1)C1=C[C@@H](C2CCCCC2)C[C@@H](OCCCCO)O1
(17) CC1=NN(c2ccccc2)C(=O)/C1=C/c1c(O)n(-c2ccc(F)cc2)[nH]c1=O
(18) CC(C)(CCO)NC(=S)NC1CC2C=CC1C2 (configuration not stated)
(19) C=CCNC(=O)CC(C)C(CCCCC)C(=O)O (configuration not stated)
(20) CCCCCCCC1(C)NC(=O)N(c2ccccc2)N1 (configuration not stated)

Assay by compound,11,12,13,14,15,16,17,18,19,20
Cl transport mod,1.5,-0.47,-2.7,0.25,-0.45,0.57,-3.9,-0.00062,-0.11,-0.76
m-calpain inh,-5,12,-2,-12,9,-1,23,21,-5,21
eIF4E 4G PPI,3,1,5,0,3,4,2,-1,4,-1
L929 necroptosis,0.6,-0.1,-0.4,0.8,0.6,-1.1,-0.3,-0.5,0.6,0.1
TNF death inh,0.9,3.3,-0.7,-3.7,1.0,-0.2,2.1,0.9,0.2,0.6
PERK inh,-0.8,-0.4,.,0.5,0.4,0.5,0.4,1.1,0.5,1.2
EBV gp42 block,-11,-10,-24,28,-11,-15,8,-1,-24,-25
Rad51 HR inh,-2,-3,-7,-99,2,1,5,20,0,-1
Mdm2 ligase inh,-3,-8,-4,-4,-11,.,-19,-10,-1,-3

(21) CCn1cc([N+](=O)[O-])c(C(=O)N2N=C(c3ccc(Cl)c(Cl)c3)CC2c2ccccc2O)n1 (configuration not stated)
(22) C/C(=C\C(=O)c1ccc(Br)cc1)N1CCCCC1
(23) Oc1cccc2c(NC(=S)Nc3ccc(OC(F)F)cc3)cccc12
(24) Cn1c(SCc2cc(=O)[nH]c3ccccc23)nnc1-c1ccc(Br)cc1
(25) CCOc1ccc(C(c2c(C)[nH][nH]c2=O)c2c(C)[nH][nH]c2=O)cc1OC
(26) Cc1nn(-c2ccccc2)c(C)c1CN
(27) COc1ccc(C(=O)COC(=O)CSCc2c(C)noc2C)cc1OC
(28) O=C(NCc1ccc(OC(F)(F)F)cc1)C1CC(c2cccc(F)c2)=NO1 (configuration not stated)
(29) Cc1ccc(S(=O)(=O)Nc2ccc(S(=O)(=O)Nc3ncccn3)cc2)cc1
(30) O=C(Cc1ccc(Br)cc1)N/N=C/c1ccc(-c2cccc(C(=O)O)c2)o1

Assay by compound,21,22,23,24,25,26,27,28,29,30
Cl transport mod,0.56,.,1,.,.,0.36,.,0.59,.,.
m-calpain inh,-98,32,-23,-31,8,23,-52,-23,7,12
eIF4E 4G PPI,-2,-15,-1,6,0,2,-7,-2,5,-3
L929 necroptosis,2.9,0.8,2.2,0.5,-0.1,-1.8,-0.2,0.7,2.1,0.5
TNF death inh,-9.7,-0.6,-0.1,-3.8,-6.7,1.0,-0.4,-0.4,0.5,0.1
PERK inh,-0.7,0.7,-0.1,-1.1,1.8,0.3,0.2,.,1.7,2.1
EBV gp42 block,10,0,7,12,2,6,-6,-4,-1,6
Rad51 HR inh,-2,1,0,0,3,-9,-5,-1,-6,17
Mdm2 ligase inh,-2,-13,-27,-7,-10,-5,-9,1,-14,-7

# Compound profiles (already shown). Screens in order: Cl transport mod | m-calpain inh | eIF4E 4G PPI | L929 necroptosis | TNF death inh | PERK inh | EBV gp42 block | Rad51 HR inh | Mdm2 ligase inh
# CCOc1ccc(C(c2c(C)[nH][nH]c2=O)c2c(C)[nH][nH]c2=O)cc1OC as listed: . | 8 | 0 | -0.1 | -6.7 | 1.8 | 2 | 3 | -10
# C/C(=C\C(=O)c1ccc(Br)cc1)N1CCCCC1 as listed: . | 32 | -15 | 0.8 | -0.6 | 0.7 | 0 | 1 | -13
# Cc1nn(-c2ccccc2)c(C)c1CN as listed: 0.36 | 23 | 2 | -1.8 | 1.0 | 0.3 | 6 | -9 | -5

# Further compounds follow.
(31) Cc1cc([N+](=O)[O-])nn1CC(=O)N/N=C/c1ccccc1O
(32) CCOC(=O)c1ccc(NC(=O)CNS(=O)(=O)c2ccccc2)cc1
(33) COc1ccccc1C1=NOC(COC(=O)c2ccc(Br)cc2)C1 (configuration not stated)
(34) N/C(=N\OC(=O)CCCOc1ccc(Cl)cc1Cl)c1ccccn1
(35) Cc1n[nH]c(C)c1CS(=O)(=O)c1ccccc1
(36) O=C(N/N=C/c1ccc(N2CCOCC2)s1)c1ccc(NS(=O)(=O)c2cccs2)cc1
(37) O=C(CCCOc1ccc(Cl)cc1Cl)N1CCc2ccccc2C1
(38) Cc1cc(NC(=O)CSc2n[nH]c(CC(C)C)n2)no1
(39) COCCOC(=O)c1c(C)oc2ccc(NS(=O)(=O)c3ccc(C)cc3)cc12
(40) COC(=O)C1=C(C)N(C)C(C)=C(C(=O)OC)C1c1ccc(Cl)cc1

Assay by compound,31,32,33,34,35,36,37,38,39,40
Cl transport mod,1.3,-0.37,-4.2,0.45,1.7,-0.85,-0.035,1.1,-2,0.28
m-calpain inh,33,-3,30,23,-16,-26,46,-16,4,-67
eIF4E 4G PPI,3,1,0,0,-3,9,-1,-8[fluorescence artefact?],1,1[fluorescence artefact?]
L929 necroptosis,0.9,0.2,.,-0.5,0.2,3.5,-0.2,-0.8,0.1,0.5
TNF death inh,-11,1.9,-1.2,-0.2,2.0,4.0,-0.9,0.7,1.5,-1.8
PERK inh,-0.2,0.6,0.2,-0.2,0.4,1.3,0.5,1.0,-2.3,-1.3
EBV gp42 block,-8,-16,4,-10,-25,-43,4,-1,-10,-10
Rad51 HR inh,-9,4,.,-12,-2,-1,4,5,-13,-6
Mdm2 ligase inh,0,4,-2,-10,-10,-2,-14,-1,-8,-12

(41) Cc1c(C(=O)N2CCN(S(C)(=O)=O)CC2)oc2ccccc12
(42) O=C(OCC(=O)N1CCc2ccccc2C1)c1cc(=O)[nH]c2ccccc12
(43) CC(C)(C)c1cc(N)on1
(44) COc1ccc(C(=O)NC2=C(C#N)CCC2)cc1OC
(45) Cc1ccc(C(=O)CSC2=C(C#N)C(c3ccco3)CC(=O)N2)c(C)c1 (configuration not stated)
(46) COC(=O)Nc1ccc(S(=O)(=O)Nc2ccc(C(=O)O)cc2)cc1
(47) CCOCc1nc(N)[nH]c(=O)c1Cc1ccc(OC(C)C)cc1
(48) CC(C)(C)C(=O)NNc1nc(-c2ccccc2)c2cc(Br)ccc2n1
(49) Cc1cc(/C=N/NC(=O)c2nn(C)cc2Cl)c(C)n1-c1cccc(Br)c1
(50) CCOc1ncccc1C(=O)Nc1nnc(C2CC2)s1

Assay by compound,41,42,43,44,45,46,47,48,49,50
Cl transport mod,0.8,-2.9,-0.052,.,-0.0089,-0.092,-1.2,0.64,0.23,0.089
m-calpain inh,0,-42,20,25,14,10,28,2,-8,-15
eIF4E 4G PPI,7[fluorescence artefact?],-9,4,8,4,3,3[fluorescence artefact?],5,-2,-2
L929 necroptosis,-0.7,0.4,-0.2,-0.8,-0.1,-0.2,-1.0,0.5,.,2.5
TNF death inh,-1.7,-0.4,-4.6,-2.0,-7.3,0.6,-2.3,2.7,-3.0,0.1
PERK inh,0.5,-0.2,0.7,0.3,-0.1,0.1,0.1,-0.2,-0.6,0.6
EBV gp42 block,-17,-11,-14,-16,-8,5,-11,-9,5,3
Rad51 HR inh,-2,-8,.,-12,-35,.,-9,-8,.,-2
Mdm2 ligase inh,6,.,-4,-8,-8,-6,.,-6,-23,4

(51) NNC(=O)CNC(=O)c1ccccc1F
(52) COc1ccc(/C=N/NC(=O)CN2CCS(=O)(=O)CC2)cc1
(53) Cc1ccccc1Nc1nc(N)nc(CN2CCN(c3ccccn3)CC2)n1
(54) Cn1cnnc1Sc1ccc(C(=O)OCC(=O)Nc2ccccc2)cc1[N+](=O)[O-]
(55) COc1cc(C(=O)Nc2cccc(-c3nc4cc(C)ccc4o3)c2)cc(OC)c1OC
(56) O=C(N/N=C/c1cccc(F)c1)c1csc2c1CCCC2
(57) Cc1cc(N/C=C/C(=O)c2ccc(Br)cc2)no1
(58) CCCc1c(O)nc(SC2CC(=O)N(c3cc(OC)ccc3OC)C2=O)[nH]c1=O (configuration not stated)
(59) O=C(NCCCn1ccnc1)c1cn(-c2ccccc2)nc1-c1ccccc1
(60) O=C(NCc1ccc2c(c1)OCO2)C1CCCN1S(=O)(=O)c1ccc(F)cc1 (configuration not stated)

Assay by compound,51,52,53,54,55,56,57,58,59,60
Cl transport mod,0.046,.,.,-0.06,0.2,-1.1,0.23,-0.05,0.74,0.18
m-calpain inh,-13,20,9,32,-45,10,0,-20,-7,-16
eIF4E 4G PPI,-12,-6,4,-14,10[fluorescence artefact?],-13,3,0,1,2
L929 necroptosis,-0.1,-0.1,-0.1,0.1,.,3.7,0.6,3.8,0.7,-0.2
TNF death inh,-1.1,-1.6,-1.6,0.3,-13,-1.1,-0.4,2.5,-1.2,-0.5
PERK inh,0.2,0.4,-0.2,-0.2,-0.9,1.0,-0.3,0.5,-0.9,-0.9
EBV gp42 block,0,-15,-6,6,8,-20,-18,-11,7,-16
Rad51 HR inh,-6,15,0,0,.,-7,1,1,8,18
Mdm2 ligase inh,-18,-9,-10,-4,-9,3,1,-2,-12,-4
